HTT cytoprotect – qHTS Multiplex Assay to Identify Dual Action Probes in a Cell Model of Huntington: Cytoprotection (ATP). Potency, µM (titrated, usually from 56.4 µM), inactives show cytoprotection (ATP increase), hits mostly activators. AID 1471, 2008. PC12 HTT-Q103 induced, cytoprotection, ATP luminescence, 40 h. 230,000 compounds, 0.14% hits;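 further: % of control where 0% means no effect; nearly all actives have a fitted effect of over 45% in size; toxic huntingtin expression switched on by the ecdysone agonist tebufenozide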
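Quantitative HTS on tebufenozide-induced (100 nM) PC12 cells expressing HTTQ103 exon 1–GFP; compounds tested as a concentration series; survival measured via cellular ATP.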
Tau FP inhib – qHTS for Inhibitors of Tau Fibril Formation, Fluorescence Polarization; K18 P301L tau heparin fibrillization, Alexa594 FP, 6 h; Potency, µM (series often up to 57.7 µM), for inactives: top-dose activity, negative = inhibition, most hits filed as inhibitors; 280,000 compounds, 0.39% hits; AID 1468, 2008; further: on the % scale 0 is the no-effect control and ±100 the full control effect; nearly all actives have a fitted effect of over 55% in size
Target sequence (P10636 561-689 P618L limits assumed): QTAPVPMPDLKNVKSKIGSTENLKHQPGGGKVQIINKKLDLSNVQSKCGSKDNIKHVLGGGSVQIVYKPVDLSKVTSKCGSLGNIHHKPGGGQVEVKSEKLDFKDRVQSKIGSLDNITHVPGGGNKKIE
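Heparin (20 uM) drove fibril formation of recombinant tau K18 P301L, 15 uM unlabeled with 0.24 uM Alexa 594 label, for 6 hr at 37 C in 100 mM sodium acetate pH 7. Fluorescence polarization (555/632 nm) read 1 hr after 30 uM ThT.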
TRb-SRC2 inh – qHTS for Inhibitors of the Interaction of Thyroid Hormone Receptor and Steroid Receptor Coregulator 2 | Thyroid hormone receptor beta (Homo sapiens), P10828 | Potency, µM (highest dose often 106 µM), for inactives: at the highest dose activity change, negative = inhibition, actives largely listed as inhibitors | 280,000 compounds, 0.065% hits | TRbeta-SRC2 peptide binding, fluorescence polarization; receptor liganded with 1 µM T3;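 further: plate controls were bound peptide for no effect and peptide without receptor for full effect; nearly all actives have a fitted effect of over 50% in size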
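TRb LBD 0.6 uM + Texas Red SRC2 peptide 20 nM, 1 uM T3, Tris buffer w/ 5% DMSO; compound pinned, 5 h RT; FP read ex 555/em 632; normalized to unbound and bound controls.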
L3MBTL1 block – qHTS Assay for the Inhibitors of L3MBTL1; AlphaScreen L3MBTL1–H3K9me1 peptide binding; 230,000 compounds, 0.66% hits; Lethal(3)malignant brain tumor-like protein 1 (Homo sapiens), Q9Y468; Potency, µM (doses to about 57.1 µM), without a hit: at the highest dose activity, negative = inhibition, most hits filed as inhibitors; AID 485360, 2010; further: on the % scale 0 is the no-effect control and ±100 the full control effect; nearly all actives have a fitted effect of over 60% in size
Target sequence (Q9Y468 whole entry, looked up): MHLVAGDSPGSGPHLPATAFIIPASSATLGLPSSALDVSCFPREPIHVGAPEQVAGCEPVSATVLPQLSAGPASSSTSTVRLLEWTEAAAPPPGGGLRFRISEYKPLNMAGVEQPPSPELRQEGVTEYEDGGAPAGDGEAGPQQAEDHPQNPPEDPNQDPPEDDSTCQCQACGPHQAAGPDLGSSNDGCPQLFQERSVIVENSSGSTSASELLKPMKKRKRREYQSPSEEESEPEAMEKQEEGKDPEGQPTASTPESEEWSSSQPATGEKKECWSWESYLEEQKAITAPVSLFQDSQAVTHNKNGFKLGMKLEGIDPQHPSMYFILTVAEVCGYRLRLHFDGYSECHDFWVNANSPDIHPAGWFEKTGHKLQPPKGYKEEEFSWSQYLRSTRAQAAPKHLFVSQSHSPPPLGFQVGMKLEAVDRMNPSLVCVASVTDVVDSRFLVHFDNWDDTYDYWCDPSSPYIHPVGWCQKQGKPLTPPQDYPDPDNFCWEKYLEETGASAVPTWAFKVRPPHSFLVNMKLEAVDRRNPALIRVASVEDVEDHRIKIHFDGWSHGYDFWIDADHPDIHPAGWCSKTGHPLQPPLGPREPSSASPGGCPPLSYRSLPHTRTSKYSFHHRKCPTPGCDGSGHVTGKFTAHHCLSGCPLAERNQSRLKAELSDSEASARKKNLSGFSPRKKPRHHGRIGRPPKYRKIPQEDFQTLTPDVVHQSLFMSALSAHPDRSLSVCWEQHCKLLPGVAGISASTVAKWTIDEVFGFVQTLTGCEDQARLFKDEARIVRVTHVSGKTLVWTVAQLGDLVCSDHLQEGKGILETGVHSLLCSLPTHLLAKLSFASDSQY
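Read-out is AlphaScreen signal from streptavidin donor and nickel chelate acceptor beads (10 ug/mL final each) bridging L3MBTL1 (50 nM) and biotinylated K9-monomethylated H3(1-15) peptide (75 nM), after 30 min compound exposure at room temperature.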
Tau fluor counter – Counterscreen qHTS for Inhibitors of Tau Fibril Formation, Fluorescence Polarization; tau K18 P301L Alexa594 fluorescence, heparin fibrillization; Potency, µM (doses to about 57.7 µM), for inactives: at the top dose activity change, negative = decrease; 280,000 compounds, 0.93% hits; further: on the % scale 0 is the no-effect control and ±100 the full control effect; nearly all actives have a fitted effect of over 55% in size
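Human tau K18 P301L (15 uM unlabeled, 0.24 uM Alexa 594-labeled) in 100 mM sodium acetate pH 7 with 20 uM heparin, 6 hr at 37 C. ThT 30 uM added, 1 hr ambient; Alexa 594 FP and total fluorescence read at 555/632 nm.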
TR SRC2 fluor cs – Total Fluorescence Counterscreen for Inhibitors of the Interaction of Thyroid Hormone Receptor and Steroid Receptor Coregulator 2; TRb/SRC2 Texas Red total fluorescence interference; Potency, µM (top dose mostly 106 µM), inactives show top-dose fluorescence change, negative = quenching; 280,000 compounds, 0.29% hits; AID 1479, 2009; active means well fitted curve in either direction with a large enough effect; inconclusive means small, poorly fitted or top-dose-only effect; further: on the % scale 0 is the no-effect control and ±100 the full control effect
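Human TRβ ligand-binding domain (0.6 uM) and Texas Red SRC2 peptide (20 nM) in Tris buffer with 1 uM T3 and 5% DMSO were incubated with pinned compound for 5 hr at ambient temperature. Total fluorescence was computed as S + 2P (555/632 nm).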
Tau ThT inhib – qHTS for Inhibitors of Tau Fibril Formation, Thioflavin T Binding | Microtubule-associated protein tau (Homo sapiens), P10636 | recombinant tau K18 P301L (four-repeat tau fragment), heparin-induced fibrillization, ThT fluorescence | Potency, µM (titrated, usually from 57.4 µM), without a hit: at the highest dose activity, negative = inhibition, hits mostly inhibitors | 270,000 compounds, 2.1% hits | AID 1460, 2008; further: on the % scale 0 is the no-effect control and ±100 the full control effect; nearly all actives have a fitted effect of over 55% in size
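In this qHTS, human K18 P301L tau is incubated with compound and heparin for 6 hr at 37 C, and Thioflavin T fluorescence then reports fibril load.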
RECQ1 inh – qHTS Assay for Inhibitors of RecQ-Like Dna Helicase 1 (RECQ1); ATP-dependent DNA helicase Q1 (Homo sapiens), P46063; RECQ1 DNA unwinding, red fluorescence kinetic read; Potency, µM (top dose mostly 57.3 µM), for the others: at the highest dose activity, negative = inhibition, most hits filed as inhibitors; 240,000 compounds, 0.54% hits;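 further: plate controls were vehicle for no effect and no enzyme for full effect; nearly all actives have a fitted effect of over 30% in size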
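RECQ1T1 50 nM; forked duplex (20 bp + 30-nt ss tails) 200 nM, ATP 2 mM final; pH 8.0, 2 mM MgCl2, 2.5 ug/ml poly(dI-dC); 15 min compound preincubation; discontinuous kinetic read over 2 h at RT.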
An asterisk follows results filed as active; i = inactive; ? = inconclusive; . = no result given; & = joins results of further samples; [ ] = another dose, or the depositor's remark. Unless noted, the call rests on the fitted dose curve; in most records, active means well fitted curve in the direction sought with a large enough effect; inconclusive means small, poorly fitted or top-dose-only effect, or another doubt; inactive means no such curve, though single readings can be large; an effect the other way counts as inactive or inconclusive. Potency means the concentration at half of the fitted maximal effect.

The line under a structure holds: HTT cytoprotect	Tau FP inhib	TRb-SRC2 inh	L3MBTL1 block	Tau fluor counter	TR SRC2 fluor cs	Tau ThT inhib	RECQ1 inh
#1 CC1(C)CC(=O)C2=C(C1)OC(N)=C(C#N)C2Cc1ccccc1 (configuration not stated)
  5%[10 µM]	-2%	-11%	3%	-10%	3%	-15%	-8%
#2 Cc1ccc(S(=O)(=O)N2CCOCC2)cc1C(=O)Nc1nc(-c2cccnc2)cs1
  8%	3%	13%	-7%	-2%	1%	6%	2%
#3 COc1cc(NC(=O)c2noc3c2CCC3)c(OC)cc1Cl
  3%	-6%	8%	.	-14%	-9%	?	-11%
#4 O=C(/C=C/c1ccc([N+](=O)[O-])cc1)Nc1cccnc1
  -108%[inhibitor]	5%	0%	2%	-20%	-6%	?	-6%
#5 CCC(C)NCC(=O)Nc1ccc(-c2nc3cc(NC(=O)CNC(C)CC)ccc3o2)cc1 (configuration not stated)
  -11%	-4%	-8%	.	-5%	-3%	1%	i
#6 Cc1ccc2c(=O)c(C(=O)c3cccc(Cl)c3)cn(CC(=O)NCc3ccccc3)c2n1
  .	-4%	2%	.	-11%	-2%	-7%	.
#7 CN1CCN(c2ccccc2NC(=O)c2ccc(F)cc2)CC1
  3%[10 µM]	3%	4%	.	12%	-2%	.	i
#8 N#Cc1ccccc1OCC(=O)NCC1(N2CCCCC2)CCCCC1
  -26%	5%	4%	.	-1%	0%	-8%	0%
#9 COc1ccc(OC2C(=O)N(c3ccc(F)cc3)C2c2ccc(OC)c(OC)c2)cc1 (configuration not stated)
  -9%	-5%	4%	0%	-19%	-1%	2%	-16%
#10 COCC(C)NC(=O)c1cc(-c2cccc(OC)c2)on1 (configuration not stated)
  -19%	-10%	-12%	-1%	-8%	-4%	-11%	-1%
#11 COc1ccccc1CNC(=O)CCc1c(C)nc2cc(-c3ccccc3OC)nn2c1C
  13%[10 µM]	12%&4%	-6%&-4%	.	2%&-13%	-4%&-12%	?	i
#12 O=C(O)CC(NC(=S)NCc1ccccc1)C(=O)O (configuration not stated)
  ?	-2%	-3%	.	-5%	-2%	?	i
#13 CCCCN1CCC[C@@H]1CNC(=O)c1cc(C#N)c2ccccc2c1OC
  19%	-10%	7%	.	-19%	-2%	-9%	6%
#14 COC(=O)c1ccc(/C=N\NC(=O)c2ccc(C)cc2Cl)cc1
  -32%	-7%	5%	-7%	-11%	1%	?	-10%
#15 O=C(O)c1cccnc1SCc1ccccc1Cl
  -2%[10 µM]	5%	-2%	11%	-2%	0%	-4%	-11%
#16 CCOc1cc(/C=C2/NC(=O)N(Cc3ccccc3F)C2=O)ccc1O
  -38%[10 µM]	15%	-13%	-26%	?	-7%	-13%	-1%
#17 COCCNC(=O)C(C)N(c1ccc(Oc2ccccc2)cc1)S(C)(=O)=O (configuration not stated)
  -9%	-3%	-3%	6%	2%	-2%	-1%	-3%
#18 O=c1c2c3nc4ccccc4nc3n(/N=C/c3ccccn3)c2ncn1-c1ccccc1
  -41%[10 µM]	6%	-4%	11%	-12%	-2%	?	-7%
#19 CCOC(=O)c1c2c3c(cccc3[nH]c1=O)C(=O)c1ccccc1-2
  .	9%	-3%	1%	-1%	-2%	3%	-6%
#20 COc1ccc(N2C(=O)Cc3c2nc(N)c(C#N)c3N)cc1
  -13%[10 µM]	-3%	-3%	0%	-4%	0%	-1%	-4%
#21 Cn1cc(C(=O)N/N=C/c2ccc([N+](=O)[O-])cc2)c2ccccc21
  8%[10 µM]	2%	5%	.	?	-3%	.	-3%
#22 O=S(=O)(c1ccc(Cl)cc1)N1CCN(c2nc(-c3cccs3)nc3ccccc23)CC1
  7%[10 µM]	?	-1%	3%	-8%	1%	2%	i
#23 COCCn1c(SCc2ccccc2F)nc2c([nH]c3ccccc32)c1=O
  .	-13%	6%	.	-24%	0%	1%	.
#24 COc1ccccc1NS(=O)(=O)c1cc(NC(=O)c2ccc(=O)[nH]c2)ccc1N1CCOCC1
  -16%[10 µM]	-5%	-5%	4%	-18%	0%	5%	i
#25 CCOc1ccc(NC(=O)Nc2ccc(NC(C)=O)cc2)cc1
  -19%	3%	-5%	.	-20%	-2%	?	-4%
#26 CC(C)c1ccc(CNC(=O)c2ccc(N3CCCC3)c(NC(=O)NCc3ccc(F)cc3)c2)cc1
  .	9%	5%	.	-16%	-1%	1%	.
#27 Nc1nc(=S)n(-c2ccccc2)[nH]1
  -18%	-4%	-4%	.	-10%	-2%	-8%	-3%
#28 Cc1ccc(N(CC(=O)NCc2ccc3c(c2)OCO3)S(C)(=O)=O)cc1
  -3%	2%	-6%	5%	-2%	-3%	0%	-8%
#29 CCN(CC)C(=O)CNC(=S)N(CCCN1CCOCC1)Cc1cccs1
  -26%[10 µM]	-13%	-2%	8%	-8%	0%	-2%	-4%
#30 Cc1nn(C(=O)c2ccccc2)c(C)c1S(=O)(=O)N1CCCCCC1
  .	10%	2%	.	-7%	-5%	?	.
#31 O=C(/C=C/c1ccccc1Cl)Nc1ccc(S(=O)(=O)Nc2ncccn2)cc1
  -7%[10 µM]	-11%	-4%	16%	-8%	-8%	-1%	-14%
#32 Cn1c(=O)c(Oc2ccc(F)cc2)c(O)c2ccccc21
  .	5%	1%	10%	4%	0%	-3%	-7%
#33 CC1CN(CC(=O)NN=C(c2ccccc2)c2ccccc2)CC(C)O1 (configuration not stated)
  9%[10 µM]	-8%	2%	5%	-12%	-5%	-10%	-5%
#34 CCCN1CCN(C(=O)Cn2ncc3ccccc32)CC1
  15%[10 µM]	-6%	-7%	?	1%	-3%	-11%	?
#35 CC(O)(CS(=O)(=O)Cc1ccccc1)C(=O)Nc1ccc(C(F)(F)F)cc1 (configuration not stated)
  -23%	-3%	-5%	42%[activator]	-3%	-5%	15%	-2%
#36 CC(C)NC(=O)CSCc1c(F)cccc1Cl
  8%[10 µM]	5%	-1%	34%[activator]	1%	-1%	1%	-2%
#37 CC(C)NC(=O)c1ccccc1-c1ccccc1
  -3%	-7%	0%	.	-7%	1%	1%	-16%
#38 COc1ccc(C(=O)NCCOc2cccc(OC)c2)cc1
  -32%	5%	-5%	0%	-8%	-4%	-9%	i
#39 Cc1c(-c2cccc(Cl)c2)nc2ccccc2c1C(=O)OCC(=O)N(C)C1CCS(=O)(=O)C1 (configuration not stated)
  -67%[inhibitor]	-5%	4%	.	-24%	-1%	-10%	-13%
#40 CS(=O)(=O)Nc1ccccc1C(=O)O
  0%	-2%	-5%	.	3%	-3%	-3%	8%
#41 COc1ccc(-c2csc(NC(=O)c3cccc(S(=O)(=O)N4CCN(C)CC4)c3)n2)cc1
  -26%	-12%	6%	?	?	0%	1%	-10%
#42 CCCCN(C)C1CCN(C(=S)Nc2cccc(OC)c2)CC1
  -13%	-10%	0%	.	-5%	0%	-5%	i
#43 Cc1ccc(Oc2c(F)c(F)nc(N3CCCC3)c2F)cc1
  -2%[10 µM]	-3%	5%	21%	-11%	-1%	-7%	-10%
#44 COc1ccc(C2/C=C\CC(OCc3ccccc3)CC(=O)N2Cc2cccc(F)c2)cc1 (configuration not stated)
  -66%[inhibitor]	-8%	7%	-5%	-21%	-7%	?	?
#45 O=C(O)CCCCNS(=O)(=O)/C=C/c1ccccc1
  -20%	7%	2%	-1%	2%	-1%	1%	i

Compound profiles (already shown). Order of values: HTT cytoprotect, Tau FP inhib, TRb-SRC2 inh, L3MBTL1 block, Tau fluor counter, TR SRC2 fluor cs, Tau ThT inhib, RECQ1 inh
Entry for COc1ccc(C(=O)NCCOc2cccc(OC)c2)cc1 : -32%, 5%, -5%, 0%, -8%, -4%, -9%, i
Entry for O=C(O)CCCCNS(=O)(=O)/C=C/c1ccccc1 : -20%, 7%, 2%, -1%, 2%, -1%, 1%, i
Entry for CC(C)NC(=O)CSCc1c(F)cccc1Cl : 8%[10 µM], 5%, -1%, 34%[activator], 1%, -1%, 1%, -2%

Following part:
The line under a structure holds: HTT cytoprotect	Tau FP inhib	TRb-SRC2 inh	L3MBTL1 block	Tau fluor counter	TR SRC2 fluor cs	Tau ThT inhib	RECQ1 inh
#46 Cc1cccc(-c2noc(-c3cccnc3NCc3ccc(Cl)cc3)n2)c1
  .	?	-6%	.	-25%	-1%	0%	.
#47 CCn1c(COc2ccccc2)nc2ccccc21
  -13%[10 µM]	-4%	1%	4%	-5%	-5%	-10%	i
#48 Cc1ccc(S(=O)(=O)/N=S(\C)C(C)C)cc1 (configuration not stated)
  24%[10 µM]	3%	3%	-2%	2%	-6%	2%	i
#49 COC(=O)CCCCCCCCCC[N+]1(C)CCCCC1
  10%[10 µM]	-1%	-10%	14%	2%	1%	4%	0%
#50 Clc1ccccc1-c1nnc(-c2ccccc2Cl)o1
  -4%[10 µM]	9%	5%	26%[11.4 µM]	-12%	-2%	-15%	-5%
#51 COC(=O)c1ccccc1NC(=O)c1nc(SCc2ccccc2C)ncc1Cl
  .	?	-15%	.	-7%	0%	-8%	.
#52 Cc1ccc(NC(=O)COc2ccc(Br)cn2)cc1
  4%[10 µM]	-10%	-2%	6%	-10%	2%	-9%	-4%
#53 CN1CCN(c2ccccc2NC(=O)c2ccc(-c3ccc(Cl)cc3Cl)o2)CC1
  -86%[inhibitor]	4%	-13%	.	-23%	2%	?	i
#54 Cn1c(=O)c2c(nc(CN3CCc4ccccc4C3)n2Cc2cccc(Cl)c2)n(C)c1=O
  -8%[10 µM]	?	1%	-13%	-5%	-8%	?	5%
#55 Cc1ccc(CNS(=O)(=O)c2c(C(=O)N3CCC(C)CC3)c(C)n(C)c2C)cc1
  .	-6%	4%	.	-4%	-2%	0%	.

A portion of the library (hit frequency here may not be typical).
